OXTR potentiate – human OXTR potentiation; activation, % at 3 µM; CHO-OTR cells, Fluo-8 calcium fluorescence, potentiator mode; 0% = oxytocin EC15, 100% = EC100; hit rate 0.061% among 320,000;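 active means activation above that plate's cutoff, the mean activation of tested compounds plus 3 SD, cut at about 6.6% in these data, passing the limit was not always enough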;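 further: 100% uses oxytocin at 75 nM as the full agonist control; some results filed as inactive read as strong as hits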
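Measured by – Fluo-8 calcium dye fluorescence · Test system – human OTR in CHO cells · Dosing – one concentration, 3.0 µM compound · Controls – EC15 oxytocin alone as 0%, 75 nM oxytocin as 100% · Evaluation – normalized max/min fluorescence ratio, % activation · Timing – 6 min pre-incubation, 100 s read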
MEKK2 mut-MEK5 – signal of MEK5 binding to mutant human MEKK2 PB1 domain. bead flow cytometry, Alexa488-MEK5 binding to MEKK2 mutant. percent response, % at 10 µM. hit rate 0.35% among 290,000; in the data active means percent response above about 24%, passing the limit was not always enough; further: inactives centre near 1; some results filed as inactive read as strong as hits
NALP1 inh – inhibitors of NALP1 inflammasome in yeast. hit rate 0.61% among 280,000. inhibition, % at 10 µM. S. cerevisiae NALP1/ASC/caspase-1 growth, X-gal OD620, 72 h; in the data active means inhibition mostly above about 24%, no sharp cut-off; inactive means mostly below about 32%; further: some compounds called inactive have numbers as strong as hits
V1aR counter – counter-screen for oxytocin receptor agonists: human V1a receptor agonists; P37288; activation, % at 3 µM; hit rate 0.25% among 320,000; CHO-V1R cells, Fluo-8 calcium fluorescence, agonist mode; 0% DMSO, 100% 3 nM vasopressin;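 active means activation above the mean activation of all tested compounds plus 3 SD, per screening run, cut at about 20% in these data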;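 further: signal is peak over basal fluorescence ratio across a 100 second FLIPR read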
Target sequence (P37288 whole entry, looked up): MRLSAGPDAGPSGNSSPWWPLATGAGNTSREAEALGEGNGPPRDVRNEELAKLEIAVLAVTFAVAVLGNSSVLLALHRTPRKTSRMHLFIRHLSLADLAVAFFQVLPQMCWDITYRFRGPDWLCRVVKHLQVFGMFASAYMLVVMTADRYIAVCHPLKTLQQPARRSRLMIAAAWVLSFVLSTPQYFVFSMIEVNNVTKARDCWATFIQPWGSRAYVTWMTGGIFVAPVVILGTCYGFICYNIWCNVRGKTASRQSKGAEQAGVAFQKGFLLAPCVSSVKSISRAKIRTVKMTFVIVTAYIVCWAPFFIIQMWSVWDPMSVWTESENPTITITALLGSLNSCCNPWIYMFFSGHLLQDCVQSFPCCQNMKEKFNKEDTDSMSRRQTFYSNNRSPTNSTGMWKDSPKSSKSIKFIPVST
OXTR agonist – human OXTR agonism; hit rate 0.32% among 320,000; activation, % at 3 µM; P30559; CHO-OTR cells, Fluo-8 calcium fluorescence; normalized: DMSO 0%, oxytocin 100%;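 active means activation above the mean of all tested compounds plus 3 SD, cutoff set per screening run, cut at about 20% in these data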;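 further: peak over basal fluorescence ratio from a 100 s FLIPR kinetic read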
PfM18AAP inh – blocks P. falciparum M18 aspartyl aminopeptidase; recombinant PfM18AAP, H-Glu-NHMec fluorogenic cleavage; inhibition, % at 7.35 µM; hit rate 1.2% among 290,000;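 active means inhibition above the campaign mean inhibition over all tested compounds plus 3 SD, cut at about 28% in these data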;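 further: 0% = plate median of test compound wells and 100% = 2 mM ZnCl2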
GalR3 antagonist – antagonists of human GalR3; HEK293 GalR3-CNG cAMP membrane potential fluorescence; galR3 body fused to GalR1 C-terminus; inhibition, % at 3 µM; hit rate 0.44% among 360,000; AID 651719;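 active means inhibition above the screen-wide average plus 3 SD, cut at about 13% in these data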;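 further: forskolin and galanin both at EC90 stimulate the cells; cAMP rise reported by CNG channel membrane potential dye signal; 0% = forskolin plus galanin with DMSO and 100% = forskolin alone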
Target sequence (O60755 1-299 limits assumed): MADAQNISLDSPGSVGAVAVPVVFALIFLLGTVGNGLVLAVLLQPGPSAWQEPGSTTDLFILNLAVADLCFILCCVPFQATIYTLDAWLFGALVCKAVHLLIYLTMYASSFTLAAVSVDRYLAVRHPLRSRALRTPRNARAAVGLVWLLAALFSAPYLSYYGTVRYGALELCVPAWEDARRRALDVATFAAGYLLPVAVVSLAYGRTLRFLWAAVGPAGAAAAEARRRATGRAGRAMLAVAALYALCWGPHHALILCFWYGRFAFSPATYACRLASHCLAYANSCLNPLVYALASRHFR
MEKK2wt PB1 HTS – raises or lowers MEK5 binding to wildtype human MEKK2 PB1 domain. hit rate 1.1% among 290,000. binding response (% of control), % at 10 µM. Q9Y2U5. bead flow cytometry, Alexa488-MEK5 binding to MEKK2 WT; actives lie on both sides. AID 1531; in the data active means binding response below about 67% or above about 130%
GPR7 antagonist – antagonists of human GPR7 (neuropeptides B/W receptor 1) | hit rate 1.1% among 290,000 | AID 1861 | inhibition, % at 4.4 µM | GPR7-expressing cells, fluorescence antagonist assay; in the data active means inhibition above about 16%, passing the limit was not always enough;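 further: cells stimulated with the agonist NPW; 0% = agonist with vehicle and 100% = vehicle without agonist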
Target sequence (P48145 whole entry, looked up): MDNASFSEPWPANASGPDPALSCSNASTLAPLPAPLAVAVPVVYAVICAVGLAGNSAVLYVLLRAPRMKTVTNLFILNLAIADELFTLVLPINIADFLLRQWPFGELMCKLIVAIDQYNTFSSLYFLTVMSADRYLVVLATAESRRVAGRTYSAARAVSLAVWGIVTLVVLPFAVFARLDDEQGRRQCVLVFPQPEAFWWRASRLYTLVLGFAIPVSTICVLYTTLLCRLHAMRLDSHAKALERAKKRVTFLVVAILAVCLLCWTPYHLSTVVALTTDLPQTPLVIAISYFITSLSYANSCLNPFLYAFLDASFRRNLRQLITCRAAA
Active calls of the source: *; x = not tested or not shown.

SMILES	OXTR potentiate	MEKK2 mut-MEK5	NALP1 inh	V1aR counter	OXTR agonist	PfM18AAP inh	GalR3 antagonist	MEKK2wt PB1 HTS	GPR7 antagonist
Cc1ccc(S(=O)(=O)c2cc3c(=O)n4ccccc4nc3n(Cc3ccco3)c2=N)cc1	-12	x	31	-0.6	-2.2	-6	-3	x	-3
CC(C(=O)NC1CCCCC1)N1C(=O)C2C3C=CC(C3)C2C1=O (stereo unspecified)	7	5	9	-0.4	0.0	-3	0	108	-15
CN(Cc1ccccc1)C(=O)COC(=O)c1ccc(Br)c(S(=O)(=O)N2CCOCC2)c1	-12	x	x	5.1	8.4	x	-3	x	x
COC(=O)c1cc(-c2ccccc2)c2c(=O)n(C)c(=O)n(C)c2n1	x	7	8	x	x	-3	x	101	-19
O=C(CSc1nncn1-c1ccccc1)Nc1cc(Cl)cc(Cl)c1	-1	8	5	7.4	0.9	-3	x	103	-6
Cn1cccc1/C=N/N1CCN(Cc2cccc3ccccc23)CC1	-1	8	21	-0.4	-2.9	-11	5	99	-2
O=C1N=c2ccccc2=C1c1sc(Nc2ccc(O)cc2)nc1O	x	-12	13	x	x	4	-11	79	13
CC(=O)N(C(C)=O)c1nc(-c2ccccc2)cn1/N=C/c1ccccc1	-10	-7	-11	-0.6	-1.4	-4	-1	102	-13
CC(=O)c1cc2c(cc1NC(=O)c1ccco1)OCCO2	4	-5	3	-0.5	-2.1	2	-5	97	-5
COC(=O)N/N=C\c1ccc(OC(=O)c2ccco2)cc1	-17	-1	-5	0.2	-2.0	4	1	101	-11
COC(=O)[C@H](C)NC(=O)Nc1ccc(C)c(C)c1	-3	9	2	4.1	-1.3	-5	-3	113	4
COc1cccc(C(=O)N/N=C/c2ccc(Oc3ccc([N+](=O)[O-])cn3)c(OC)c2)c1	0	-1	28	1.1	-0.1	-2	-5	101	2
CC(=O)N/C(=C/c1cccnc1)C(=O)Nc1ccc(Cl)cc1	-10	x	x	1.5	-0.4	x	-2	x	x
COc1ccc(OCC(=O)Nc2nccs2)cc1	-3	-7	9	-0.1	1.7	-1	0	97	-2
O=C(COC(=O)c1ccccc1Oc1ccccc1)NC1CCS(=O)(=O)C1 (stereo unspecified)	-2	-14	31	0.0	-0.8	3	-1	91	3
Cc1cccc(NC(=O)Cc2noc3ccccc23)c1	-2	3	5	-0.9	0.3	5	-4	96	3
NS(=O)(=O)c1ccc(N/N=C2/CCCc3ccccc32)c([N+](=O)[O-])c1	-2	4	-17	0.6	-0.3	-3	-1	98	-16
NS(=O)(=O)c1ccc(CCNC(=O)CSc2nc3ccsc3c(=O)n2CCCCCC(=O)O)cc1	-10	-8	19	0.2	0.5	3	-5	92	-6
Cc1ccccc1C(=O)Nc1sc(C)c(C)c1C(=O)c1ccccc1	-2	11	4	-1.0	-0.8	7	-4	105	-11
O=C(COC(=O)c1ncc(Cl)c(Cl)c1Cl)NCCc1ccccc1	-2	x	x	-1.3	-0.8	x	-4	x	x
COC(=O)Cc1[nH]nc2c1C(C1C=CCCC1)C(C#N)=C(N)O2 (stereo unspecified)	-9	0	-8	-0.4	0.8	5	-2	98	-11
Cc1ccnc(NS(=O)(=O)c2ccc(NC(=O)C3CCCCC3)cc2)n1	0	-8	15	1.1	-0.4	-4	-4	90	-9
CC1=CC(=Nc2c(C)n(C)n(-c3ccccc3)c2=O)C=C(C)C1=O	4	10	40	-0.1	0.2	1	1	105	-2
CCN(C(=O)COC(=O)c1ccccc1OCc1ccc(Cl)cc1)C1CCS(=O)(=O)C1 (stereo unspecified)	-4	x	x	1.1	0.8	x	-4	x	x
COc1ccc(OCC(=O)NNC(=O)c2cccnc2)cc1	-13	1	7	-0.5	-1.0	-9	6	97	-9

New compounds follow:
SMILES	OXTR potentiate	MEKK2 mut-MEK5	NALP1 inh	V1aR counter	OXTR agonist	PfM18AAP inh	GalR3 antagonist	MEKK2wt PB1 HTS	GPR7 antagonist
COc1ccc(NC(=O)COC(=O)CCNC(=O)c2ccco2)cc1Cl	-1	x	x	0.3	0.9	x	-7	x	x
CN(C)C1=NC[C@H](Cc2ccccc2)N1CCCC1CCCC1	-4	x	x	1.6	3.6	x	-9	x	x
COc1ccc(N(CC(=O)Nc2ccc3c(c2)OCO3)S(C)(=O)=O)c(OC)c1	-9	-1	-12	2.8	1.0	5	-1	95	-10
Cc1ccc(Cn2c(C(C)Nc3nc(-c4ccc(F)cc4)cs3)nc3cc(C(=O)NCCCO)ccc32)cc1 (stereo unspecified)	-5	1	x	0.0	-0.5	x	0	100	x
CCCCOc1ccc(NC(=O)C2CC=CCC2C(=O)O)cc1 (stereo unspecified)	-2	3	2	0.1	-0.6	-4	0	102	3
CC12COC3(C(=O)Nc4ccc(Cl)cc4)CC1CCC32C (stereo unspecified)	0	-6	40	0.9	1.2	-2	-2	88	-9
O=C(CSc1nnc(-c2ccccn2)o1)Nc1ccc(F)cc1	-3	9	-12	0.1	0.1	6	0	106	0
CN(CC(=O)NCc1ccncc1)S(=O)(=O)c1ccc(Cl)cc1	0	-4	21	1.0	1.1	3	-1	93	-11
Cc1cccc(C(=O)Nc2sc(C)c(-c3ccccc3)c2C#N)c1	-8	3	9	2.3	-0.2	0	2	107	-14
O=C1CN(C(=O)CNCc2ccccc2)c2ccccc2N1	-14	-6	-5	-0.2	0.3	3	3	96	-13
COc1ccc(NC(=O)C2CCN(S(=O)(=O)c3c(C)noc3/C=C/N(C)C)CC2)cc1	-6	0	2	0.3	0.5	3	1	95	-12
CCN1CCN(c2cc(C)c3cc(NC(=S)N4CCCC4)ccc3n2)CC1	1	6	-4	2.2	0.6	-12	-2	111	-4
COc1cccc(/C=N\NS(=O)(=O)c2ccccc2)c1OC	-3	4	18	0.8	0.6	-7	-1	101	-17
CS(=O)(=O)N1CCCC(C(=O)c2cccc(Cl)c2)C1 (stereo unspecified)	-5	-6	15	-0.5	-0.1	2	1	94	0
O=C(N1CCCC1)n1c(Cc2ccccc2)nc2ccccc21	-15	9	6	-0.1	0.1	1	-1	112	-22
COc1cc(Cl)ccc1NC(=S)N(CCCN1CCOCC1)Cc1cn(C)c2ccccc12	-8	-1	12	3.3	1.5	32*	-5	100	0
C=CCn1c(SCC(=O)Nc2ccc3c(c2)OCO3)nnc1-c1ccccc1O	-5	4	2	4.8	3.9	3	-4	105	-14
CC1(c2ccc3noc(-c4ccc(Cl)cc4)c3c2)OCCO1	1	8	13	-0.4	-1.7	-1	5	103	-9
CCc1cc2c(NCC(=O)O)ncnc2s1	-7	2	39*	0.6	0.4	0	4	102	-3
COCCn1c(SCC(=O)Nc2cccc(S(N)(=O)=O)c2)nc2ccccc21	2	1	12	-0.1	0.1	2	-6	105	17
COc1ccccc1-n1c(SCC(=O)Nc2cccc(C)c2)nc2c(c1=O)SCC2	-8	-2	-17	-0.1	-0.4	7	4	99	8
COc1ccc(C(=O)OC(C(=O)c2ccccc2)c2ccccc2)cc1 (stereo unspecified)	-15	-4	1	2.4	0.6	-3	-3	96	2
CC(=O)N(CCN(C(C)=O)c1ccccc1)c1ccccc1	-17	1	22	-0.4	0.2	-9	-2	102	2
O=C(NCCOC12CC3CC(CC(C3)C1)C2)c1cccc(Br)c1	-6	-1	8	-1.3	-1.9	-2	3	98	-6
Cc1ccc2c(c1)C1CN(C)CCC1N2S(=O)(=O)c1cccc(C(F)(F)F)c1 (stereo unspecified)	-9	x	x	3.0	6.7	x	-3	x	x

Retrieved by structure from above (five):
SMILES	OXTR potentiate	MEKK2 mut-MEK5	NALP1 inh	V1aR counter	OXTR agonist	PfM18AAP inh	GalR3 antagonist	MEKK2wt PB1 HTS	GPR7 antagonist
CCc1cc2c(NCC(=O)O)ncnc2s1	-7	2	39*	0.6	0.4	0	4	102	-3
O=C(NCCOC12CC3CC(CC(C3)C1)C2)c1cccc(Br)c1	-6	-1	8	-1.3	-1.9	-2	3	98	-6
CS(=O)(=O)N1CCCC(C(=O)c2cccc(Cl)c2)C1 (stereo unspecified)	-5	-6	15	-0.5	-0.1	2	1	94	0
COc1ccc(NC(=O)C2CCN(S(=O)(=O)c3c(C)noc3/C=C/N(C)C)CC2)cc1	-6	0	2	0.3	0.5	3	1	95	-12
CC12COC3(C(=O)Nc4ccc(Cl)cc4)CC1CCC32C (stereo unspecified)	0	-6	40	0.9	1.2	-2	-2	88	-9

Additional results follow.
SMILES	OXTR potentiate	MEKK2 mut-MEK5	NALP1 inh	V1aR counter	OXTR agonist	PfM18AAP inh	GalR3 antagonist	MEKK2wt PB1 HTS	GPR7 antagonist
O=C(NCc1ccc(F)cc1)C1CCCN(S(=O)(=O)c2cccc3nonc23)C1 (stereo unspecified)	-5	-6	-3	0.6	0.2	-4	-6	98	-3
COc1ccc(C)cc1S(=O)(=O)N1CCN(S(=O)(=O)c2cc(C(=O)O)ccc2C)CC1	1	2	15	1.2	0.7	-5	-8	99	-9
C=CCn1c(SCC(=O)Nc2cccnc2Cl)nnc1-c1ccccc1F	0	-4	13	1.5	-1.0	-2	2	90	-8
Cc1ccc(-c2ccc(CCC(=O)O)n2CC(=O)O)cc1	-8	2	6	2.7	0.4	-2	x	94	-7
CCOC(=O)c1sc2ncn(C(CC)C(=O)OC)c(=O)c2c1C (stereo unspecified)	-12	3	-49	9.4	1.2	-1	-6	99	-15
COc1ccc(OC)c(NC(=O)COC(=O)/C=C/c2c(C)nn(C3CCS(=O)(=O)C3)c2Cl)c1 (stereo unspecified)	-14	13	3	8.9	4.4	4	-1	108	-11
Cc1ccc2c(c1)N(S(=O)(=O)c1ccc(F)cc1)C(C(C)(C)C)CO2 (stereo unspecified)	-20	-2	36	-0.9	-1.6	-4	-6	99	-8
CCN(CC)/C(N)=N/c1nc(C)cc(C)n1	3	-6	12	1.2	0.9	0	3	97	-18
COc1ccc(NC(=O)CN(c2ccccc2)S(=O)(=O)N(C)C)cc1Cl	-9	0	2	0.4	1.0	-3	-3	112	-9
O=C(COC(=O)CNC(=O)c1ccco1)NCc1ccc(F)cc1	-4	-7	2	0.5	-0.8	-3	-3	90	-1
C=CCC(NC(=O)Cc1ccccc1)C(=O)NCCC (stereo unspecified)	1	x	x	1.5	0.7	x	-5	x	x
CCC(C)Sc1ccc([C@H]2N[C@@](Cc3ccccc3)(C(=O)OC)[C@H]3C(=O)N(CC)C(=O)[C@@H]23)cc1OC (stereo partly specified)	-3	x	x	-0.4	-1.1	x	-5	x	x
COc1ccc2c(c1)c(CC(=O)Nc1cccc(S(N)(=O)=O)c1)c(C)n2C(=O)c1ccc(Cl)cc1	-3	4	x	1.8	2.1	1	-1	107	-13
COc1ccccc1NC(c1cccnc1)c1ccc2cccnc2c1O (stereo unspecified)	-3	4	20	1.2	-2.7	3	-6	92	-10
COc1ccc(N2CCN(C(=O)CCNC(=O)c3ccccc3)CC2)cc1	8	2	1	0.1	-0.6	-5	-7	102	-15
CN1/C(=C\C=Nc2ccc3ccccc3c2)C(C)(C)c2ccccc21	-18	10	28*	1.4	3.2	13	x	140	8
CN1CCN(c2ccc(S(=O)(=O)N3CCOCC3)cc2NC(=O)CC(C)(C)C)CC1	-5	x	x	0.4	0.7	x	-2	x	x
C=CCOc1c(Br)cc(CNn2c(C)n[nH]c2=S)cc1OC	-4	1	-17	5.7	2.3	11	-3	98	-13
COc1cccc(C(C(=O)NC2CCCC2)N(CCC(C)C)C(=O)CCC(=O)Nc2cc(C)on2)c1 (stereo unspecified)	-10	-3	5	1.4	-0.8	4	2	95	-5
CC(/C=N/NC(=O)CSc1nnc(SCc2ccccc2)s1)=C\c1ccco1	-4	3	5	-0.7	-1.4	5	-6	101	-2

Assay outcomes deposited in PubChem by several laboratories.
